# Screening results (PubChem BioAssay)
# M4 ag – agonists of human muscarinic M4 receptor (CHRM4); 360,000 tested, 0.14% active; CHO-K1 hM4/Gqi5, Fluo-8 calcium fluorescence; vehicle 0%, full acetylcholine response 100%; activation, % at 3 µM;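 active = activation above the run mean over all test wells plus 3 SD, cut at about 32% in these data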;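 also: peak over basal fluorescence ratio per well then scaled between controls; 0% = DMSO wells and 100% = acetylcholine at EC100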
# Target sequence (P08173 whole entry, looked up): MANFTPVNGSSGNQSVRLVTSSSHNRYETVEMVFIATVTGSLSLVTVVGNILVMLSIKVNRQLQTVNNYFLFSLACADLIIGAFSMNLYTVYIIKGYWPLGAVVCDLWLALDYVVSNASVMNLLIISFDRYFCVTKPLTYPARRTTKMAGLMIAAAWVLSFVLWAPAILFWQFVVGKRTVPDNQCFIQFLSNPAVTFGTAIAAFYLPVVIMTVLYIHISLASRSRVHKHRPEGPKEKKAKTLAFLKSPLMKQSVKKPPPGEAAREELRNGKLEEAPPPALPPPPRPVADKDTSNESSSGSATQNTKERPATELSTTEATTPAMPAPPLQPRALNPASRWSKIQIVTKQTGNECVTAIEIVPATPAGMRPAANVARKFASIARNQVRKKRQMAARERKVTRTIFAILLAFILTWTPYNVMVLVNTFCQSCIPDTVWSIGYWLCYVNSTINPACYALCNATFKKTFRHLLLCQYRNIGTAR
# M4 antag – CHRM4 antagonism in calcium assay. inhibition, % at 3 µM. 360,000 tested, 0.73% active. CHO-hM4 cells, ACh EC80, Fluo-8 calcium fluorescence. P08173. AID 624125;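 active = inhibition above its plate's cutoff, the mean inhibition of sample wells plus 3 SD, cut at about 27% in these data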;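 also: 0% = acetylcholine EC80 with DMSO and 100% = DMSO without agonist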
# Numbers without * were called inactive. Not all compounds are listed; count on the stated rates, not on these rows.
# Every second line gives: M4 ag	M4 antag
CC(C)(C)NC(=O)C1C(c2ccc(C(F)(F)F)cc2)=Nc2ccccc2N1C(=O)c1cccc(C(F)(F)F)c1 (centres undefined)
 : 1	6
COC(=O)[C@@]12C[C@@H](CC(=O)NCC3CCCCC3)C(=O)N(Cc3ccc4c(c3)OCO4)C1=CCC(C)(C)C2
 : 3	10
COC(=O)[C@@]12C[C@@H](CC(=O)NCc3cccc4ccccc34)C(=O)N(CCc3ccc(OC)c(OC)c3)C1=CCC(C)(C)C2
 : 10	7
COC(=O)[C@@]12C[C@@H](CC(=O)N3CCN(C(=O)C4CC4)CC3)C(=O)N(CCc3ccc(OC)c(OC)c3)C1=CCC(C)(C)C2
 : 5	2
CC(C)=CCCC(C)c1cc(C(=O)NCCc2ccc(O)cc2)c(N)s1 (centres undefined)
 : 1	2
COC(=O)[C@@]12C[C@@H](CC(=O)N3CCC(c4ccccc4)CC3)C(=O)N(Cc3ccco3)C1=CCC(C)(C)C2
 : 1	-11
COc1ccc(CN2C(=O)CSCC2(C)C(=O)Nc2ccc3c(c2)OCCO3)cc1 (centres undefined)
 : 0	10
Cc1cccc(C)c1NC(=O)C(c1ccccc1)n1c(=O)c(-c2ccco2)nc2ccccc21 (centres undefined)
 : 1	-4
CC(c1nc2ccccc2[nH]1)n1c(=O)c(-c2ccco2)nc2ccccc21 (centres undefined)
 : -2	6
Cc1ccccc1CN1C(=O)CN(S(C)(=O)=O)CC1(C)C(=O)NCc1ccccc1 (centres undefined)
 : 4	-8
Cc1ccc(-c2c(N)nc3ncccn23)cc1
 : 2	-6
Cc1ccc(N2CCN(C(=O)C(=O)c3cccc(Br)c3)CC2)cc1
 : 5	11
COC(=O)C[C@@H]1C=C[C@@H](NC(=O)NC2CCCC2)[C@@H](CO)O1
 : -1	6
Cc1ccc(C)c(N2CCN(C(C(=O)NC3CCCC3)C(C)C)CC2)c1 (centres undefined)
 : -1	14
COC(=O)[C@]12CCCCC=C1N(CCc1ccc(OC)c(OC)c1)C(=O)[C@H](CC(=O)NCC13CC4CC(CC(C4)C1)C3)C2
 : 18	-5
O=C(NCc1ccccc1)C(c1cc2ccccc2o1)n1c(=O)c(-c2cc3ccccc3[nH]2)nc2ccccc21 (centres undefined)
 : 5	-11
CCOC(=O)[C@]12CCCC=C1N(Cc1ccccc1)C(=O)[C@H](CC(=O)NCc1ccc(C)o1)C2
 : 4	-2
COC(=O)[C@]12CCCCC=C1N(Cc1ccc3c(c1)OCO3)C(=O)[C@H](CC(=O)NCCC(C)C)C2
 : 17	11
CCc1c(-c2ccc(F)cc2)ncn1Cc1cccc(-c2ccccc2)c1
 : 8	13
COc1ccc(NC(=O)c2cc(-c3sc(NC(=O)c4ccccc4)nc3C)n(CCO)n2)cc1
 : 13	-2
CC1(C(=O)NCc2ccccc2)CN(S(C)(=O)=O)CC(=O)N1Cc1ccc2c(c1)OCO2 (centres undefined)
 : 4	-5
CCCc1cn(CC(C)n2c(=O)c3ccccc3n2Cc2cc(C(C)C)no2)nn1 (centres undefined)
 : 2	-4
COC(=O)[C@@]12C[C@@H](CC(=O)NCc3ccc(C)o3)C(=O)N(Cc3ccc4c(c3)OCO4)C1=CCC(C)(C)C2
 : 10	-2
O=C(NC1CCCC1)C(c1ccco1)N1CCC(O)(c2ccc(Cl)cc2)CC1 (centres undefined)
 : 4	-5
Cc1cccc(C)c1NC(=O)C(c1cc2ccccc2o1)N1CCN(C)CC1 (centres undefined)
 : 2	6
COC(=O)[C@]12CCCCC=C1N(CCc1ccc(OC)c(OC)c1)C(=O)[C@H](CC(=O)N1CCCC1)C2
 : 15	-6
O=C(Nc1ccc2ccccc2c1)C(c1ccc(C(F)(F)F)cc1)n1c(=O)c(-c2cc3ccccc3[nH]2)nc2ccccc21 (centres undefined)
 : 2	3
COC(=O)C[C@H]1C=C[C@@H](NC(=O)Nc2c(C)noc2C)[C@@H](CO)O1
 : 0	-15
CCCCCCCCCc1conc1C(=O)CP(=O)(OC)OC
 : 7	-6
COC(=O)[C@@]12C[C@@H](CC(=O)NCCc3ccccc3OC)C(=O)N(CCc3ccc(OC)c(OC)c3)C1=CCC(C)(C)C2
 : 24	2
Cc1cc2c(cc1C)-n1nnnc1C(N1CCN(C(=O)OCc3ccccc3)CC1)C(=O)N2 (centres undefined)
 : 21	-1
CC(=O)c1ccc(C2CC(OCCF)=CC(=O)O2)cc1 (centres undefined)
 : 3	2
CC1(C(=O)NCc2ccccc2)CN(S(C)(=O)=O)CC(=O)N1CCc1c[nH]c2ccccc12 (centres undefined)
 : 9	-10
CCOC(=O)N1CCN(C(=O)C[C@@H]2C[C@@]3(C(=O)OCC)CCCC=C3N(Cc3ccccc3)C2=O)CC1
 : 2	3
Cn1cc([C@]2(O)C(=O)Nc3cccc(Cl)c32)c2ccccc21
 : 4	-3
CCCCCNC(=O)C(c1ccncc1)n1c(=O)c(-c2ccccc2)nc2ccccc21 (centres undefined)
 : 7	-15
CC(C(=O)NCc1ccccc1)n1c(-c2ccc3c(c2)CCO3)nc2ccccc21 (centres undefined)
 : 10	-4
CC1(C(=O)Nc2ccc3c(c2)OCCO3)CSCC(=O)N1Cc1ccco1 (centres undefined)
 : 3	7
COC(=O)/C=C1\OCc2ccc(C)cc21
 : 0	-5
COC(=O)c1sc(N)nc1CCNC(=O)OC(C)(C)C
 : 1	3

# Entries shown so far that contain a halogen, in the order listed:
# Every second line gives: M4 ag	M4 antag
CC(C)(C)NC(=O)C1C(c2ccc(C(F)(F)F)cc2)=Nc2ccccc2N1C(=O)c1cccc(C(F)(F)F)c1 (centres undefined)
 : 1	6
Cc1ccc(N2CCN(C(=O)C(=O)c3cccc(Br)c3)CC2)cc1
 : 5	11
CCc1c(-c2ccc(F)cc2)ncn1Cc1cccc(-c2ccccc2)c1
 : 8	13
O=C(NC1CCCC1)C(c1ccco1)N1CCC(O)(c2ccc(Cl)cc2)CC1 (centres undefined)
 : 4	-5
O=C(Nc1ccc2ccccc2c1)C(c1ccc(C(F)(F)F)cc1)n1c(=O)c(-c2cc3ccccc3[nH]2)nc2ccccc21 (centres undefined)
 : 2	3
CC(=O)c1ccc(C2CC(OCCF)=CC(=O)O2)cc1 (centres undefined)
 : 3	2
Cn1cc([C@]2(O)C(=O)Nc3cccc(Cl)c32)c2ccccc21
 : 4	-3

# Continuation.
# Every second line gives: M4 ag	M4 antag
COC(=O)C1=CN(c2ccc(OC)cc2)C(N)=C(C#N)C1c1ccc(OC)cc1 (centres undefined)
 : 3	-6
CC1(C(=O)NCc2ccccc2)CN(S(C)(=O)=O)CC(=O)N1Cc1cccc(C(F)(F)F)c1 (centres undefined)
 : 9	-16
CCCCNC(=O)c1nc(-c2ccccc2)oc1-c1ccc(Cl)cc1
 : 5	-4
COC(=O)[C@]12CCCCC=C1N(CCc1ccc(OC)c(OC)c1)C(=O)[C@H](CC(=O)NCCCN1CCCC1=O)C2
 : 4	-12
Cc1cccc(C)c1NC(=O)C(c1ccccc1OC(F)(F)F)N1CCC(c2ccccc2)CC1 (centres undefined)
 : -2	1
CC(C)(C)C(C(=O)NCc1ccccc1)N1CCN(C(=O)C2CCCO2)CC1 (centres undefined)
 : 2	8
COCCN1C(=O)CN(S(C)(=O)=O)CC1(C)C(=O)NCc1ccccc1 (centres undefined)
 : 1	0
COc1ccc(NC(=O)N[C@H]2C=C[C@@H](CC(=O)NC3CCC3)O[C@@H]2CO)cc1
 : 2	-13
O=C(C(=O)N1CCC(c2ccccc2)CC1)c1cccc([N+](=O)[O-])c1
 : 5	3
O=C(NCc1ccccc1)C(c1ccncc1)n1c(=O)c(-c2ccccc2)nc2ccccc21 (centres undefined)
 : 8	-8
COC(=O)[C@]12CCCCC=C1N(Cc1ccc3c(c1)OCO3)C(=O)[C@H](CC(=O)NCc1cccc3ccccc13)C2
 : 7	3
CC1(C(=O)Nc2ccc3c(c2)OCCO3)CSCC(=O)N1CCc1ccccc1F (centres undefined)
 : 8	-13
CCCCNC(=O)c1nc(-c2cc3ccccc3[nH]2)oc1-c1cccc(C(F)(F)F)c1
 : 4	-1
O=C(NCc1ccccc1)C(c1ccc(-c2ccccc2)cc1)N1CCN(C(=O)C2CCCO2)CC1 (centres undefined)
 : 2	4
CCCCNC(=O)C[C@@H]1C[C@@]2(C(=O)OC)CC(C)(C)CC=C2N(CCc2ccc(OC)c(OC)c2)C1=O
 : 5	-3
CC(C)NC(=O)N[C@H]1C=C[C@H](CC(=O)NCc2ccc(Oc3ccccc3)cc2)O[C@@H]1CO
 : 3	-12
CCCCCCCCN1C(=O)[C@H](CC(=O)N2CCOCC2)C[C@@]2(C(=O)OC)CC(C)(C)CC=C12
 : 1	3
CCCCCNC(=O)C(C1CC1)n1c(=O)c(-c2ccco2)nc2ccccc21 (centres undefined)
 : 4	-10
CCOC(=O)CC1(CC)Oc2ccccc2N1S(=O)(=O)c1ccc(C)cc1 (centres undefined)
 : 3	9
COC(=O)[C@]12CCCCC=C1N(Cc1ccc3c(c1)OCO3)C(=O)[C@H](CC(=O)NCCc1ccccc1OC)C2
 : 13	1
COc1ccc(C(O)C(O)(C(=O)OC(C)C)c2ccc(C)cc2)cc1 (centres undefined)
 : 2	-4
COc1cc(C(=O)C(=O)N2CCC(Cc3ccccc3)CC2)cc2ccccc12
 : 3	9
O=C1Nc2ccccc2C(=O)N(C2CCCC2)C1C(=O)NC1CC1 (centres undefined)
 : 0	3
COc1ccc([N+](=O)[O-])cc1CN1CCN(c2ncc(Cc3ccccc3)cn2)CC1
 : 6	1
Cc1cccc(C)c1NC(=O)C1(C)CSCC(=O)N1Cc1cccs1 (centres undefined)
 : 0	5
CCOC(=O)/C=C/c1cccc(OC)c1O
 : 1	14
COC(=O)[C@@]12C[C@@H](CC(=O)N3CCN(C(=O)C4CC4)CC3)C(=O)N(Cc3ccc4c(c3)OCO4)C1=CCC(C)(C)C2
 : 4	-2
CCC(C(=O)NC1CCCC1)n1c(-c2ccccn2)nc2ccccc21 (centres undefined)
 : 0	0
CC(c1nc2ccccc2[nH]1)n1c(-c2ccncc2)nc2ccccc21 (centres undefined)
 : 2	4
Cc1ccc(-c2nc3ncccn3c2N)cc1
 : 0	3
COC(=O)[C@@]12C[C@@H](CC(=O)NCCC(C)C)C(=O)N(Cc3ccccc3)C1=CCC(C)(C)C2
 : 1	0
COc1ccc(N2CCN(C(=O)C(=O)c3cc(OC)c4ccccc4c3)CC2)cc1
 : 13	4
CSCCC(C(=O)Nc1c(C)cccc1C)n1c(-c2cnc(C)cn2)nc2ccccc21 (centres undefined)
 : 1	-9
CCOC(=O)[C@]12CCCC=C1N(CCC1=CCCCC1)C(=O)[C@H](CC(=O)N1CCC(c3ccccc3)CC1)C2
 : 0	-22
CCc1c(-c2ccccc2)ncn1Cc1cccc(-c2ccccc2)c1
 : 9	4
Cc1cccc(C)c1NC(=O)C1(C)CN(S(C)(=O)=O)CC(=O)N1CCc1ccc(O)cc1 (centres undefined)
 : 2	-2
COC(=O)C[C@@H]1C=C[C@@H](NC(=O)C2CCC2)[C@@H](CO)O1
 : 2	-2
CSCCC(C(=O)NC(C)(C)C)n1c(-c2ccc3c(c2)OCO3)nc2ccccc21 (centres undefined)
 : 0	0
O=C(N[C@@H]1CC[C@@H](CCNC(=O)C2CCOCC2)O[C@@H]1CO)c1ccncc1
 : 0	-1
O=C(Nc1c(-c2ccccc2)[nH][nH]c1=O)c1cccs1
 : 1	3
CCCCNC(=O)C1C(c2ccc(C(F)(F)F)cc2)=Nc2ccccc2N1C(=O)c1ccc2nc(C)[nH]c2c1 (centres undefined)
 : 4	-14
Cc1ccc(N2CCN(C(=O)C(=O)c3cccc([N+](=O)[O-])c3)CC2)cc1
 : 6	-8
O=C(Nc1ccc(F)cc1)C(c1cc2ccccc2o1)N1CCN(C(=O)c2ccco2)CC1 (centres undefined)
 : 5	-4
Cc1ccc(S(=O)(=O)N2[C@@H](Cc3ccccc3)CO[C@H]2CC(=O)c2ccccc2)cc1
 : 0	10
Nc1sccc1C(=O)NCCN1CCOCC1
 : 0	7
CC(C)(C)NC(=O)C(c1ccccc1)n1c(-c2ccc(-c3ccccc3)cc2)nc2ccccc21 (centres undefined)
 : 1	-14

# For convenience, part of the list above:
# Every second line gives: M4 ag	M4 antag
CCCCNC(=O)C1C(c2ccc(C(F)(F)F)cc2)=Nc2ccccc2N1C(=O)c1ccc2nc(C)[nH]c2c1 (centres undefined)
 : 4	-14
Cc1ccc(N2CCN(C(=O)C(=O)c3cccc([N+](=O)[O-])c3)CC2)cc1
 : 6	-8
